Assay outcomes from PubChem.
Wnt act = activators of Wnt/beta-catenin signaling | Wnt/beta-catenin reporter cell assay, activator, plate reader | activation, % at 9.35 µM | hit rate 1.2% among 300,000; in the data active = activation above about 30%, passing the limit was not always enough;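 also: 0% = neutral control wells and 100% = positive control wells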
PvdQ inh = blocks Pseudomonas aeruginosa PvdQ acylase activity | purified PvdQ acylase, fluorescence plate reader | inhibition, % at 10 µM | hit rate 0.063% among 340,000 | AID 488965; in the data active = inhibition above about 30%, passing the limit was not always enough;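 also: 0% = vehicle neutral wells and 100% = reference inhibitor wells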
PfHsp90 set2 = reduces growth (ATP signal) of yeast expressing P. falciparum Hsp90. S. cerevisiae expressing PfHsp90, BacTiter-Glo ATP, 48 h; yeast lacking PDR1 and PDR3 efflux regulators. inhibition, % at 9.4 µM. hit rate 0.32% among 310,000. AID 504621;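 active = every replicate shows inhibition above about 80%, whatever the replicate mean, limit read from the data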;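 also: 0% = DMSO neutral controls and 100% = 20 µM radicicol positive controls; yeast relying on Plasmodium falciparum Hsp90 in place of its own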
Rtt109 Vps75 = inhibitors of Candida albicans Rtt109/Vps75 histone acetyltransferase; hit rate 0.16% among 330,000; AID 540336; purified Rtt109/Vps75, ThioGlo CoA-SH fluorescence, 4 h; inhibition, % at 34.9 µM;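 active = inhibition of at least 50% in every replicate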
Target sequence (Q5AAJ8 whole entry, looked up): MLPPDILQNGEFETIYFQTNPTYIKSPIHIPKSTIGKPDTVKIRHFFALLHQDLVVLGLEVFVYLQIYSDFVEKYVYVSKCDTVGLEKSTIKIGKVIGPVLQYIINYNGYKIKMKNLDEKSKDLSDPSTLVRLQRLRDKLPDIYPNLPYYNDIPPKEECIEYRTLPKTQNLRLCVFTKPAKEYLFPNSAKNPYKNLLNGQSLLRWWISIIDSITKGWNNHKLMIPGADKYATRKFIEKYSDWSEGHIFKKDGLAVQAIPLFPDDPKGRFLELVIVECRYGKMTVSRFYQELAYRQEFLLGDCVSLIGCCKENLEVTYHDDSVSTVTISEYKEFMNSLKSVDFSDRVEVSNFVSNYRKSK
phage Ecoli inh = E. coli growth loss with phage present. growth absorbance. inhibition, % at 11.9 µM. hit rate 0.26% among 360,000; in the data active = inhibition above about 11%
CAL PDZ inh = inhibitors of human CAL PDZ peptide binding. Q9HD26. purified CAL PDZ, TMR-peptide fluorescence polarization, 1 h. inhibition, % at 20 µM. hit rate 0.02% among 330,000. AID 504414;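 active = highest replicate inhibition of at least 40%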;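 also: plate controls were DMSO neutral control wells for no effect and unlabeled competitor peptide control wells for full effect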
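System: tagged CAL PDZ domain. Schedule: 1 h room-temperature incubation prior to read. Signal: fluorescence polarization (mP). Measure: percent inhibition from loss of millipolarization.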
DAGLB inh = blocks human DAGLB lipase activity | HEK293T DAGLB membrane lysate, EnzChek fluorogenic substrate | hit rate 0.059% among 340,000 | inhibition, % at 5.17 µM | Q8NCG7; in the data active = inhibition above about 34%;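 also: 0% = enzyme with vehicle and 100% = wells lacking enzyme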
Target sequence (Q8NCG7 whole entry, looked up): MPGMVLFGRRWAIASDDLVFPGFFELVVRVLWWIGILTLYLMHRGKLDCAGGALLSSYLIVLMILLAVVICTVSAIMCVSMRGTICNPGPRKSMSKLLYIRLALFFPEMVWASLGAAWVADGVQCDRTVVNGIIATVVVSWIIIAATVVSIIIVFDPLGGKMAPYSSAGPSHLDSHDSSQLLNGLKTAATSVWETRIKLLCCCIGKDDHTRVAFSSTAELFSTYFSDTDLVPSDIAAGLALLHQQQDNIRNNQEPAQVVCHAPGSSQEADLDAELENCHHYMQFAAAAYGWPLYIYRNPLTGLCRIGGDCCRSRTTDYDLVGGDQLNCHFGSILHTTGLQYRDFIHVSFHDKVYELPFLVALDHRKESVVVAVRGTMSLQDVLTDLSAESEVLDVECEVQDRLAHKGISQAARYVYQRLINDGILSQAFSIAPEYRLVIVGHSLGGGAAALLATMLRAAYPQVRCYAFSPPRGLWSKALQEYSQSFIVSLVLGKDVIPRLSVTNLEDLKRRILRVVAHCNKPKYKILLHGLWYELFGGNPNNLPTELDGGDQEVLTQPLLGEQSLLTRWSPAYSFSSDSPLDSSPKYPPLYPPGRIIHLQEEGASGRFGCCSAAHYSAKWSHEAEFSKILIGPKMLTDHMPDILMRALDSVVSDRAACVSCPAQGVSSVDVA
Tat export inh = inhibitors of E. coli Tat protein transport; AID 488895; inhibition, % at 10 µM; hit rate 0.036% among 340,000; E. coli MC4100 TorA-mCherry Tat export, fluorescence;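 active = mean replicate inhibition at least 50% and at least half of replicates individually reaching 50%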;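 also: exported cargo escapes ClpAP degradation while cytoplasmic cargo is degraded and loses fluorescence; 0% = median of neutral control wells and 100% = median of NaSCN control wells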
Ecoli viability = counter-screen for AddAB inhibitors: E. coli growth inhibition | hit rate 0.27% among 330,000 | E. coli V3065 growth, OD600 absorbance, 18 h | inhibition, % at 11.9 µM | AID 449728;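 active = inhibition above the campaign's mean inhibition across all tested compounds plus 3 SD, cut at about 9.9% in these data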;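 also: uninfected addAB+ strain grown without phage in ampicillin broth; 0% = DMSO wells and 100% = ciprofloxacin 0.95 µg/ml wells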
AddAB inh = less growth of phage-infected E. coli with AddAB. inhibition, % at 11.9 µM. E. coli expressing H. pylori AddAB, absorbance growth. hit rate 0.29% among 330,000; in the data active = inhibition above about 12%;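 also: 0% = vehicle wells of infected cells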
Active calls of the source: *; x = not tested or not shown. Not a hit list; about 1.9% have a hit in one of these screens.

compound	Wnt act	PvdQ inh	PfHsp90 set2	Rtt109 Vps75	phage Ecoli inh	CAL PDZ inh	DAGLB inh	Tat export inh	Ecoli viability	AddAB inh
Cc1ccc(CCNC(=O)CCCn2nc(C)c3c(C)n(-c4ccc(C)cc4)nc3c2=O)cc1	-2	-1	5	3	0.1	-3.1	-2	-3	-1.6	-0.5
Cc1cccc(OCCn2ccnc2)c1	0	-14	-2	2	1.0	-0.4	-2	-6	0.3	2.3
COc1ccccc1N1CCN(C(c2ccc(F)cc2)c2nnnn2C(C)C)CC1 (stereo not given)	x	-10	x	9	0.3	-0.7	-1	-6	x	x
CN(C)C(=O)COc1ccc2c(-c3ccccc3)cc(=O)oc2c1	-1	-3	-17	-1	0.3	-1.1	0	-1	x	x
C=CCn1c(Oc2cccc(C)c2)nc2c1c(=O)n(C)c(=O)n2C	0	-7	-8	x	3.8	-0.7	1	-16	0.0	1.2
CC(C)c1ccc(S(=O)(=O)N2CCN(C(=O)CCNS(=O)(=O)c3ccccc3F)CC2)cc1	0	-10	4	6	1.2	-1.2	0	2	0.2	0.8
CCOC(=O)C1=C(C)N=c2sc(=C(C)C)c(=O)n2C1c1ccc(N(C)C)cc1 (stereo not given)	-1	-5	23	-10	1.4	-1.9	2	-6	-1.1	1.5
CCCOc1ccc(N2C(=O)CC(N3CCN(CCN=CC4C(=O)CC(C)(C)CC4=O)CC3)C2=O)cc1 (stereo not given)	-1	-9	24	12	3.0	-0.1	-1	2	-0.6	0.3
Oc1ccc(Br)cc1/C=N/Nc1ncc(-c2ccccc2)cn1	-1	-10	-12	-11	0.6	0.7	5	-17	1.2	-2.0
O=C(CSc1nc2ccccc2o1)NC1CCCC1	-1	-10	-14	10	3.3	-2.5	-2	14	-1.4	-0.4
COc1ccc2ccccc2c1/C=N/NC(=O)c1ccc([N+](=O)[O-])cc1	-1	-9	-9	-1	0.6	-0.8	-4	10	0.5	-1.1
CC1CC(C)CN(C(=O)Cn2cc(C=O)c3ccccc32)C1 (stereo not given)	4	18	-6	8	4.0	0.2	-2	-2	3.7	4.2
Cc1nc2cc(C(F)(F)F)ccc2n1C1CCN(CC(=O)N2CCOCC2)CC1	x	0	x	-21	1.8	-0.4	-4	-3	-0.4	-1.5
O=C(CSc1nc2nc[nH]c2c(=O)[nH]1)NC1CCCCC1	-2	-13	-1	-4	3.0	-0.6	-3	-7	-1.8	2.7
Cc1ccc(NC(=O)COc2coc(CN3c4ccccc4CC3C)cc2=O)c(C)c1 (stereo not given)	-2	-14	20	3	2.5	-0.3	-2	3	0.0	-0.8
O=C(NCc1ccccc1)C1C(=O)N(Cc2ccccc2)C(=O)C1C1(O)CCCC1 (stereo not given)	0	-16	x	13	2.0	-1.2	0	4	0.5	-1.5
O/N=C/c1ccc2ccccc2n1	36*	-10	-12	-7	2.4	-2.0	0	14	1.2	1.4
CCOC(=O)c1c(NC(=O)COC(=O)CCNS(=O)(=O)c2ccccc2)sc(C(=O)NC)c1C	-2	-4	2	-2	2.1	-3.8	-1	-8	x	x
NC(=O)CN(c1ccc(Cl)cc1)S(=O)(=O)c1ccccc1	x	2	-9	-3	1.3	-0.5	0	3	-0.5	5.0
O=C(CN1CCN(c2ccccc2F)CC1)Nc1ccc2c(c1)CCC2	-3	-15	1	-2	4.5	-0.7	1	0	-1.9	-0.3
CCOC(=O)C(Cc1cc(C(C)=O)ccc1OCC)C(=O)OCC	-1	5	-8	3	1.5	-1.1	-7	-2	1.6	2.1
COc1cc(NC(=S)NC(=O)c2ccc(F)cc2)ccc1NC(=O)c1ccco1	x	-13	23	6	0.3	1.0	-2	3	-0.5	4.0
CCc1cc(=O)oc2cc(C)cc(OC(C)C(=O)NCc3ccncc3)c12 (stereo not given)	0	-4	13	-11	1.7	-2.0	0	1	-0.7	0.9
O=C(Cc1ccccc1)N/N=C/c1ccc([N+](=O)[O-])s1	x	-7	-6	-4	0.8	0.7	0	-35	2.2	-2.4
Cc1ccc(S(=O)(=O)N2CCOCC2)cc1NC(=O)COC(=O)CNC(=O)c1ccc(Oc2ccccc2)cc1	-3	2	-4	-8	1.2	-1.0	-3	-1	-0.1	0.1

(list continues)
compound	Wnt act	PvdQ inh	PfHsp90 set2	Rtt109 Vps75	phage Ecoli inh	CAL PDZ inh	DAGLB inh	Tat export inh	Ecoli viability	AddAB inh
CSc1nc(Cl)cc(=O)[nH]1	1	3	-1	3	1.0	-0.5	-2	-1	-1.4	2.2
O=C(N/N=C/c1ccsc1)c1cc(-c2cccs2)nc2ccccc12	-5	-13	-4	-14	3.1	-2.6	-6	-3	-1.5	2.4
CC1CCCCC1N1CN=C(Nc2nc3ccccc3s2)NC1 (stereo not given)	-4	-20	x	-1	1.7	-2.4	-3	-9	1.8	0.7
Cc1cc(C(=O)CSc2nnc(-c3ccco3)o2)c(C)n1CC1COc2ccccc2O1 (stereo not given)	1	-13	42	11	3.6	-1.4	-9	2	x	x
COc1ccc2oc(C(=O)NC(C)c3ccccn3)c(C)c2c1 (stereo not given)	-3	-19	x	7	4.0	-0.6	-4	-2	-3.0	-0.7
O=C(COC(=O)/C=C/c1ccccc1[N+](=O)[O-])NC(=O)NC1CCCC1	1	-10	x	13	2.9	0.3	2	-3	x	x
C[C@]12c3[nH]c4cc(-c5ccco5)ccc4c3CCN1C(=O)[C@@H](CC(=O)NCc1cccc(C(F)(F)F)c1)C[C@@H]2C(=O)N1CCOCC1	-4	-10	26	-6	-0.8	-0.3	2	2	-3.0	-3.0
CC1=CC(c2ccccc2)n2ncnc2N1 (stereo not given)	-2	-14	x	6	3.5	-0.5	0	10	2.7	1.8
CC(=O)NCc1ccc(-c2csc(NC(=O)CCCc3nc4ccccc4c(=O)[nH]3)n2)cc1	-1	-13	x	3	2.3	-2.0	1	-3	-0.9	0.8
CC1(C)CC(=O)C2=C(C1)NC1=C(C(=O)c3ccccc31)C2c1cccnc1 (stereo not given)	2	-10	-11	-1	2.6	-1.5	9	1	-2.1	3.3
CCOC(=O)c1[nH]c(C)c(C(=O)OCC)c1C	3	-9	2	-28	2.7	-1.1	-2	-1	0.5	1.6
CC(C)c1ccc(NC2CCCN(C(=O)c3cc(C(C)C)nc(N)n3)C2)cc1 (stereo not given)	-2	-13	-5	1	0.7	-1.6	-2	1	4.1	1.0
O=C(CCc1nc2ccccc2s1)Nc1ccccc1	x	10	2	19	5.1	-2.4	2	2	1.9	4.8
CNC(=O)c1ccccc1NC(=O)c1cccc(S(=O)(=O)N2CCC(C)CC2)c1	x	5	2	16	2.9	-1.6	-1	10	1.8	-0.6
O=C(Nc1ccccc1NC(=O)C1CCCO1)c1ccco1 (stereo not given)	-2	-14	-7	-13	3.4	-1.5	1	5	-0.3	-1.1
O=C(CSc1nc2ccccc2c(=O)n1Cc1ccco1)N1CCCC1	-4	-12	12	-4	6.8	-0.8	-1	-6	0.6	2.5
CCC(C)[C@H](NS(=O)(=O)c1ccc(C)cc1)C(=O)N1CCC(C(=O)N2CCC(C(N)=O)CC2)CC1 (stereo not given in full)	0	-17	0	0	1.8	-0.2	-1	-6	1.8	3.9
O=C(Cn1nnc2ccccc21)c1ccc(Br)cc1	22	-17	16	-1	3.3	-5.0	2	1	0.1	5.1
CCOC(=O)C(C)(C)N(Cc1ccc(C)cc1)S(=O)(=O)c1ccc(Cl)c([N+](=O)[O-])c1	-15	-3	9	-1	3.3	-2.3	-8	-6	-2.9	-0.7
Cc1cc(NC(=O)COc2ccc3ccccc3c2Br)no1	40*	-9	-15	6	0.8	0.0	-9	3	1.3	0.8
CC(=O)c1c(C)[nH]c(C(=O)NC2=NCCS2)c1C	15	14	15	4	4.3	-2.3	-2	-7	-2.1	2.0
CCOC(=O)C1CCN(C(=O)C2CCC(=O)N(CC3CCCCC3)C2)CC1 (stereo not given)	-1	7	20	-2	3.8	-3.0	1	-9	0.3	3.8
CCOc1ccc(OCc2ccc(C(=O)NC(C)C)o2)cc1	-1	8	10	-4	-1.2	1.3	-1	2	x	x
Cc1onc(-c2ccccc2)c1-c1csc(N/N=C/c2ccccc2)n1	3	-6	-21	-5	1.9	-0.3	-5	0	-0.2	0.0
COc1cccc(OC)c1C(=O)NC(=S)Nc1ccc(S(=O)(=O)Nc2nccs2)cc1	-2	9	-4	-5	2.4	-1.8	4	-1	-2.0	0.7

Three compounds from above, arranged by formula weight, largest number first:
compound	Wnt act	PvdQ inh	PfHsp90 set2	Rtt109 Vps75	phage Ecoli inh	CAL PDZ inh	DAGLB inh	Tat export inh	Ecoli viability	AddAB inh
COc1cc(NC(=S)NC(=O)c2ccc(F)cc2)ccc1NC(=O)c1ccco1	x	-13	23	6	0.3	1.0	-2	3	-0.5	4.0
COc1ccccc1N1CCN(C(c2ccc(F)cc2)c2nnnn2C(C)C)CC1 (stereo not given)	x	-10	x	9	0.3	-0.7	-1	-6	x	x
CCOc1ccc(OCc2ccc(C(=O)NC(C)C)o2)cc1	-1	8	10	-4	-1.2	1.3	-1	2	x	x

Other compounds:
compound	Wnt act	PvdQ inh	PfHsp90 set2	Rtt109 Vps75	phage Ecoli inh	CAL PDZ inh	DAGLB inh	Tat export inh	Ecoli viability	AddAB inh
Oc1sc(C=Nc2ccc(F)cc2)c2ccccc12	42*	-9	25	-8	2.3	-0.6	-7	0	2.9	3.5
Cn1nnc(NC(=O)CSc2nnnn2-c2ccc(F)cc2)n1	-2	-16	-105	2	-0.5	-1.4	-1	23	-1.9	-1.0
O=C(O)c1cc(NC(=O)C2CCCO2)cc(C(=O)O)c1 (stereo not given)	0	-1	5	-7	2.1	0.7	-2	2	0.2	-0.5
COc1ccc(NC(=O)C2CCN(c3cc(C)nc(-c4ccccc4)n3)CC2)cc1	x	-5	14	-3	2.2	-2.2	-3	7	-1.2	-0.3
Cc1cc(NC(=O)c2ccccc2-c2ccccc2C(=O)O)no1	-2	2	-13	12	2.2	-0.6	0	6	-1.4	3.1
COCc1ccc(C(=O)N2CCCC(C(=O)c3ccc(Cl)cc3C)C2)o1 (stereo not given)	-2	2	-67	15	2.2	-0.5	0	-4	1.0	2.3
COCCn1c(SCC(=O)Nc2nnc(C)s2)nnc1-c1c[nH]c2ccccc12	-2	-4	-1	6	x	x	2	-2	2.1	-0.3
CC(C)C[C@@]12C(=O)N(c3cccc(Br)c3)C(=O)N1[C@H](c1ccc(Cl)cc1)[C@@H]1C(=O)N(C3CCCCC3)C(=O)[C@@H]12	-1	-6	-40	1	2.6	0.0	-3	-15	0.9	4.2
CSc1ncc(Cl)c(C(=O)Nc2cccc(Cl)c2)n1	0	28	-9	-3	2.9	x	-4	1	2.9	-0.1
O=C(COc1ccccc1)N1CCN(S(=O)(=O)c2cccs2)CC1	x	7	13	-9	2.6	-0.4	-1	-11	1.1	0.2
O=C(Nc1cccnc1)c1cccc([N+](=O)[O-])c1	-2	-17	-11	5	0.2	-0.4	0	-2	0.4	-2.1
C/C(=C\C(=O)c1ccc(C)o1)Nc1ccc(C(=O)O)cc1C	2	-19	x	-5	3.5	x	0	-1	1.9	1.4
COC(=O)CN1C(=O)[C@H]2[C@@H](c3ccc(C)o3)N3C(=O)CN(Cc4ccc(-c5ccccc5)cc4)C(=O)[C@@]3(C)[C@H]2C1=O	-7	-12	4	-8	1.4	0.8	-2	-7	-3.5	-2.7
Cc1ccc(S(=O)(=O)N2CCN(C(=O)CN3C(=O)NC(C)(c4ccc5ccccc5c4)C3=O)CC2)cc1 (stereo not given)	-2	-9	-34	21	2.8	-1.8	0	14	x	x
CNc1nc(-c2ccc3c(c2)CCN3C(=O)c2cccc(F)c2)cs1	13	9	-41	x	-0.1	-2.2	1	9	0.0	2.0
